Screening data from PubChem BioAssay.
HTR5A ag: counter-screen for OPRM1-OPRD1 agonists: human HTR5A agonism | HTR5A agonist assay, luminescence, cell-based | activation, % at 9.3 µM | P47898 | AID 504692 | hit rate 0.61% among 340,000; in the data active = activation mostly above about 9.5%, no sharp cut-off; inactive = mostly below about 7.6%;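 note: 0% = cells with vehicle only and 100% = reference agonist; strong numbers were not always called active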
Target sequence (P47898 whole entry, looked up): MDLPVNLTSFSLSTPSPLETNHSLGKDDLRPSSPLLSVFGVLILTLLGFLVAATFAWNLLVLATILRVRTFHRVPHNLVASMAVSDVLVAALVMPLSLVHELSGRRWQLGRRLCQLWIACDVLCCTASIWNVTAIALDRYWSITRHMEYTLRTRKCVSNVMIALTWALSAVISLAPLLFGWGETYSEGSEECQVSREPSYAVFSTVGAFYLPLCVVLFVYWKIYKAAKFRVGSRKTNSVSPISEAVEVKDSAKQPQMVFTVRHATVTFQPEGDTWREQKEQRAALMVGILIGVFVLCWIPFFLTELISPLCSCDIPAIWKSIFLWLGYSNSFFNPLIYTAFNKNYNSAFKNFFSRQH
PKA-R1A act: PKA-R1A complex activation | AID 504707 | activation, % at 11.4 µM | hit rate 0.083% among 340,000 | PKA-R1A dissociation, Cy5-IP20 fluorescence polarization; scaled: DMSO 0%, 113 µM cGMP 100%;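 active = percent activation above the mean of all tested compounds plus 3 SD, cut at about 19% in these data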;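 note: higher means more PKAc released from R1A so a rise in polarization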
Pemphigus Ab inh: blocks pemphigus antibody binding to human desmoglein-3; binding (percent of control), % at 10 µM; hit rate 0.48% among 310,000; DSG3-coupled beads, scFv-anti-DSG3-GFP binding, flow cytometry; hits give low values; P32926;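 active = binding more than 3 SD below its plate's average and above zero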;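 note: hits lower antibody fragment binding to DSG3; some compounds called inactive have numbers as strong as hits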
MOR-DOR inv ag: inverse agonists of human mu-delta opioid receptor heterodimerization; AID 504357; hit rate 0.21% among 340,000; P35372+P41143; inhibition, % at 9.3 µM; cell-based MOR-DOR heterodimer luminescence, inverse agonism; in the data active = inhibition above about 22%, passing the limit was not always enough;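 note: 0% = cells with DMSO and 100% = wells without cells with DMSO; values of inactives mirror those of a sister screen read the other way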
PfHsp90 set2: inhibits growth of yeast expressing Plasmodium falciparum Hsp90. S. cerevisiae expressing PfHsp90, BacTiter-Glo ATP, 48 h; yeast lacking PDR1 and PDR3 efflux regulators. inhibition, % at 9.4 µM. hit rate 0.32% among 310,000. AID 504621;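 active = every replicate shows inhibition above about 80%, whatever the replicate mean, limit read from the data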;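 note: 0% = DMSO neutral controls and 100% = 20 µM radicicol positive controls; yeast relying on Plasmodium falciparum Hsp90 in place of its own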
HTR5A inv ag: HTR5A inverse agonism, opioid heterodimer counter-screen; hit rate 0.083% among 340,000; inhibition, % at 9.3 µM; HTR5A cell line, luminescence; in the data active = inhibition mostly above about 23%, no sharp cut-off; inactive = mostly below about 18%;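 note: 0% = cells with DMSO and 100% = no-cell wells with DMSO; some compounds called inactive have numbers as strong as hits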
SUMO Mot1 rescue: SUMOylation pathway inhibition by Mot1-301 growth rescue; S. cerevisiae Mot1-301 growth rescue, ATP luminescence, 38.5C; percent above DMSO median, 100 means doubled; growth rescue, % at 18.8 µM; hit rate 1% among 320,000; AID 2716;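 active = every valid replicate shows activation above 250% relative to neutral control wells; inactive = the rest, any valid replicate at or below 250%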;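 note: OY570 slx delta 5 strain wells were the positive control but not used for scaling; some compounds called inactive have numbers as strong as hits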
phage Ecoli inh: E. coli growth loss with phage present; growth absorbance; inhibition, % at 11.9 µM; hit rate 0.26% among 360,000; AID 651602; in the data active = inhibition above about 11%
Ecoli viability: reduces bacterial viability in AddAB counter-screen. hit rate 0.27% among 330,000. E. coli V3065 growth, OD600 absorbance, 18 h. AID 449728. inhibition, % at 11.9 µM;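 active = inhibition above the campaign's mean inhibition across all tested compounds plus 3 SD, cut at about 9.9% in these data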;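 note: uninfected addAB+ strain grown without phage in ampicillin broth; 0% = DMSO wells and 100% = ciprofloxacin 0.95 µg/ml wells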
AddAB inh: less growth of phage-infected E. coli with AddAB; E. coli expressing H. pylori AddAB, absorbance growth; inhibition, % at 11.9 µM; hit rate 0.29% among 330,000; AID 435030; in the data active = inhibition above about 12%;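 note: 0% = vehicle wells of infected cells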
OPRM1-OPRD1 ag: agonists of human mu-delta opioid receptor heterodimerization | hit rate 0.3% among 340,000 | cells, OPRM1-OPRD1 heterodimerization, luminescence | AID 504326 | activation, % at 9.3 µM; in the data active = activation above about 18%;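 note: 0% = vehicle-treated cells and 100% = reference agonist; values of inactives mirror those of a sister screen read the other way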
* hit, by the source's call; · = no result given.

Each structure is followed by: HTR5A ag, PKA-R1A act, Pemphigus Ab inh, MOR-DOR inv ag, PfHsp90 set2, HTR5A inv ag, SUMO Mot1 rescue, phage Ecoli inh, Ecoli viability, AddAB inh, OPRM1-OPRD1 ag
- CCc1nnc(SCC(=O)N2CCc3ccccc32)n1CC
→ 4, -4, 101, 25, 11, -9, 252, 2.9, 1.4, 6.1, -4.9
- CCc1nc2oc3ccccc3c(=O)c2cc1C(=O)OC
→ -1, -1, 99, 0, -26, 4, 5, 1.0, ·, ·, -0.1
- CCc1ccc2[nH]c(=O)c(-c3ccccc3)c(O)c2c1
→ 1, 1, 138, 12, -19, -5, -2, 1.0, -0.5, -2.1, -2.4
- O=C(Nc1cccnc1)c1cc(-c2ccc(F)cc2)on1
→ -5, 6, 97, -5, 34, 9, -4, 3.4, 0.8, -0.2, 1.0
- OCCNCc1ccc(-c2ccccc2)cc1
→ 3, 6, 102, 5, 12, -10, 56, 1.5, -1.2, 3.4, -0.9
- CCC1CN(C(=O)N2CCC(C(=O)NCc3ccccc3C)CC2)c2ccccc2O1 (stereo not given)
→ 0, 4, ·, 2, 13, 20, -13, -7.9, 0.3, 4.9, -0.4
- CCC(C)(C)n1nnnc1C(c1ccc2ncccc2c1)N1CCCCCC1 (stereo not given)
→ -3, 3, ·, 7, -18, -8, -10, 0.3, 1.9, 0.5, -1.2
- Cc1nn(-c2ccccc2)c(C)c1/C=N/NC(=O)c1cc(-c2ccccc2)n[nH]1
→ 1, 5, 106, 6, ·, -3, -16, 2.3, -1.7, 1.4, -1.2
- O=C(Cn1cnc([N+](=O)[O-])c1)c1ccc(Cl)cc1
→ -2, 6, 99, 11, -6, -10, 32, 2.1, -0.8, 1.6, -1.9
- Cc1c2cnn(CC(=O)NCCN3CCOCC3)c(=O)c2c(C)n1Cc1ccccc1
→ 5, -7, 103, -7, 13, -16, 334, 2.4, 1.8, 0.8, 1.1
- O=C(NC(=S)Nc1ccccc1N1CCOCC1)c1cccc([N+](=O)[O-])c1
→ 3, 10, 111, 9, -18, 5, 62, 2.1, 0.3, -0.4, -2.8
- CCc1cccc(Nc2cnn(C34C[C@@H]5C[C@@H](CC(CC(=O)O)(C5)C3)C4)c(=O)c2Cl)c1
→ 2, -1, 100, 13, 2, -6, -10, 2.2, 0.6, 0.0, -2.5
- Cc1ccc(S(=O)(=O)N2CCN(C(=O)COC(=O)c3cc(C)oc3C)CC2)cc1
→ -3, -13, 96, 6, -5, -28, 6, 1.4, 0.4, 1.1, -1.1
- CC(=O)N(CC(=O)O)c1ccccc1
→ 5, 6, ·, -2, 32, 3, -13, 1.2, -0.4, -2.1, 0.3
- COc1cccc(NC(=O)n2ncc3c(C)cccc32)c1
→ 2, -18, 100, 18, 5, -8, -7, 0.9, 0.3, -0.7, -3.9
- Cc1ccc(NC(=S)N/N=C2/CCCCc3ccccc32)cc1
→ -15, -5, 97, -3, -96, 44*, 6, 2.1, 1.6, 1.8, 0.5
- Cc1nc(N2CCN(C(=O)c3ccco3)CC2)c2c3c(sc2n1)CC(C)CC3 (stereo not given)
→ -3, -8, 99, 10, -15, 9, -13, 3.6, -0.3, -0.4, -2.2
- COc1ccc(C2c3c(-c4ccccc4O)n[nH]c3C(=O)N2Cc2ccco2)cc1OC (stereo not given)
→ -5, -1, 96, 7, -16, 17, 1, 0.0, -0.3, 0.7, -1.2
- CCOC(=O)N1CCN(C(=O)c2ccc3c(c2)N(Cc2ccc(F)cc2)CCS3)CC1
→ 4, -1, 103, -18, 15, -11, 22, 1.4, 0.8, 0.0, 3.1
- COc1ccc2[nH]c3c(c2c1)CCN1C(=O)N([C@@H](C)C(=O)NCCc2ccc(OC)c(OC)c2)C(=O)[C@]31C
→ -3, -17, 106, -3, 9, -21, -15, 2.6, -4.7, 4.2, 0.6
- Cc1cc(C)n2nc(C(=O)N/N=C/c3ccco3)nc2n1
→ -2, -4, 107, 10, 6, -2, -34, 3.8, -0.7, 0.3, -2.0
- O=C(CCCn1c(=O)[nH]c2ccsc2c1=O)NCc1cccs1
→ 1, -6, 100, 10, -17, -3, -23, 5.0, 1.4, 1.2, -1.7
- CCOC(=O)c1c(NC(=O)CN(C)C)sc(C(=O)N(CC)CC)c1C
→ 0, -7, 93, 6, 0, -3, -5, -1.1, -0.7, 0.6, -0.9
- CC(=O)c1ccccc1C(=O)N1CCCC(CCC(=O)N2CCN(c3ccccn3)CC2)C1 (stereo not given)
→ -6, -4, 98, 15, -7, 8, 1, 2.2, 1.9, -0.4, -3.0
- Cc1cccc(-c2nnn3c2nc(NCCc2ccc(S(N)(=O)=O)cc2)c2ccccc23)c1
→ 4, 1, 107, 9, 14, 5, 15, -0.1, 2.1, 1.4, -1.6
- C=CCNC(=S)N/N=C/c1ccc(-c2cccc([N+](=O)[O-])c2)o1
→ 8, 5, 104, -66, 0, -20, 8, 4.3, -1.4, -1.2, 13
- CCN(CC(=O)Nc1c(F)cccc1F)C(=O)c1ccc(N2CCCC2=O)cc1
→ 2, 8, ·, 10, -42, -6, 73, 0.7, -1.3, -1.4, -1.9
- COc1c(O)cccc1/C=N/NC(=O)Cn1ccnc1C
→ 8, -3, 85, 9, -12, -22, 0, -0.8, -0.7, -1.2, -1.7
- O=S(=O)(CCN1CCCCC1)Oc1ccc(Cl)cc1Cl
→ 4, -8, 90, 11, 5, -24, 922*, 0.7, 1.8, 1.9, -2.2
- S=C(NCCc1ccccc1)Nc1ccccc1
→ 6, -7, 91, 8, -21, 6, -18, 0.1, -0.9, 1.1, -1.6
- Cc1ccccc1C(=O)NNC(=O)c1cc(N)cc([N+](=O)[O-])c1
→ -2, -4, 97, 12, 14, 5, -3, 1.8, 0.9, 3.8, -2.4
- COc1ccc2c(c1[N+](=O)[O-])CCC/C2=N/OC(=O)c1ccccc1SC
→ 5, 2, 94, -20, -32, -3, -4, 0.9, 2.2, 4.0, 4.4
- O=C(NC(=S)Nc1ccc(N2CCCCC2)cc1)c1ccc2c(c1)OCCO2
→ -1, 3, 97, 2, -4, 4, 4, -0.6, 1.1, 4.5, -0.3
- O=C(NCc1ccccc1)c1cccc(COc2ccc3c(c2)CCC3)c1
→ -2, -10, 107, -1, 6, -9, 1, 3.2, 2.4, 4.2, 0.3
- CC(=O)Nc1ccc(NC(=O)C(C)OC(=O)CC2CCCCC2)cc1 (stereo not given)
→ -9, -3, 98, 8, -19, 26, 19, 5.0, -0.3, -0.1, -1.3
- O=C(Nc1cc(Cl)cc(Cl)c1)C1C2C=CC3(O2)C1C(=O)N(CCCN1CCOCC1)C3C(=O)NC1CCCCC1 (stereo not given)
→ -2, 6, 90, -11, 10, 6, -4, -0.2, -0.3, 1.5, 1.4
- Cc1cc(C)nc(NS(=O)(=O)c2ccc(NC(=O)c3ccccc3C)cc2)n1
→ 3, -2, 109, 13, -11, -12, -1, -2.5, 0.4, -0.2, -2.5
- CCc1nnc(NC(=O)CS(=O)(=O)c2ccccc2)s1
→ 3, 7, 112, 9, -2, -13, 15, 3.7, -1.0, 2.0, -1.2
- CCC(=O)Nc1ccc(CCC(=O)N2CCCC2)cc1
→ 3, 7, 109, 8, -19, -12, 13, 24*, 0.3, 2.5, -1.5
- Cc1cc(Nc2nnnn2-c2ccccc2)n(-c2ccc(Cl)cc2)n1
→ 2, -15, 111, -2, -7, -13, 7, 3.6, 0.7, 0.1, 0.4
- COc1ccc(NS(=O)(=O)c2ccc3c(c2)[C@H]2C=CC[C@H]2[C@@H](c2ccc(C(=O)O)cc2)N3)cc1
→ 1, -5, 92, -6, -26, -3, -6, 2.9, -1.5, 2.0, 1.1
- CC(C)n1nnnc1-c1ccc(Cl)cc1
→ 2, -7, 96, 13, 17, -5, -18, 0.9, 2.0, 1.7, -2.3
- Cc1ccc2nc(-c3ccccc3)cc(C(=O)NCC(c3ccco3)N(C)C)c2c1 (stereo not given)
→ -5, 10, 104, -228, 7, 13, 4, -0.7, 0.6, 2.1, 36*
- COc1ccc(NC(=O)Cc2coc3cc(C)c(C(C)C)cc23)cc1S(=O)(=O)N1CCOCC1
→ 7, -8, 102, -18, 16, -19, -14, 2.3, 0.5, 3.4, 3.8
- Cc1c(C(=O)NC(C)CCc2ccccc2)cccc1[N+](=O)[O-] (stereo not given)
→ -3, -3, 97, 14, -16, 11, -4, 1.4, 0.2, -1.0, -2.6
- COC(=O)N/N=C/c1ccc(-c2cccc(Cl)c2)o1
→ -2, -6, 98, 4, 16, 5, 456, 3.2, 0.9, 1.0, -0.7
- Cc1ccc(C)c(/C(O)=C2\C(=O)C(=O)N(CCCn3ccnc3)C2c2cccnc2)c1 (stereo not given)
→ -1, 2, 103, 1, -5, 4, 23, -0.1, -2.0, -2.7, -0.1
- COc1cc(NC(=O)c2cc(Cl)nnc2Cl)cc(OC)c1OC
→ 1, 3, 86, -12, -15, -3, 18, 5.5, 1.6, -0.2, 1.9
- COc1ccccc1NC(=O)N1CCN(c2cc(-c3ccccc3)nc3ncnn23)CC1
→ 1, -4, 98, 7, 11, 11, 1, ·, -2.4, -1.6, -1.2
- Cc1cccc(C(=O)Nc2ccc3ccccc3c2)c1
→ 1, 4, 110, -10, -24, -24, 172, 4.1, 2.5, 3.3, 2.0
- CC(C)N(Cc1nccn1C)C(=O)CC1C(=O)NCCN1Cc1ccc(F)cc1 (stereo not given)
→ -1, 12, 95, 15, 14, -31, 193, 3.7, 1.1, 4.2, -2.9
- Cc1cc(C)c(-c2cc(C(=O)Nc3cc(C)ccc3C)[nH]n2)c(O)c1
→ 4, -16, 92, -95, -38, -15, -5, 1.2, -3.4, -1.2, 20*
- Cc1ccc(-n2cc(CNCCCn3ccnc3C)c(-c3ccc(F)cc3)n2)cc1
→ 0, -6, 124, -17, ·, -1, 4, 7.2, 2.0, -1.9, 3.5
